Screening results from PubChem BioAssay.
EPAC1 ag: agonists of human EPAC1. Potency, µM (top dose mostly 154 µM), inactives show at the top dose activation, usual class: activators. O95398. hit rate 0.073% among 360,000. EPAC1 agonist qHTS, biochemical assay; response scale: 100% = response to 6.5 mM cAMP; also: potency is read from the fitted curve at half-maximal effect; nearly all actives have a fitted effect of over 60% in size
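Fluorescent GDP-exchange assay: 100 nM EPAC1 with 250 nM Rap1B preloaded with BODIPY-GDP and 50 uM GDP; compounds tested as concentration series, 5 min at room temperature, then read every 5 min for 30 min (ex 480/em 540 nm); normalized to 6.5 mM cAMP.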
EPAC1 antagonist: blocks human EPAC1 exchange factor; EPAC1 GEF assay, Rap1b-BODIPY-GDP exchange fluorescence; Potency, µM (top dose mostly 115 µM), inactives show top-dose activity change, negative = inhibition, hits mostly inhibitors; hit rate 0.14% among 360,000; AID 720709;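 also: potency is read from the fitted curve at half-maximal effect; plate controls were vehicle for no effect and positive control for full effect; nearly all actives have a fitted effect of over 50% in size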
PLK1 PBD block: PLK1 (human) polo-box domain binding inhibition; hit rate 2.8% among 360,000; Potency, µM, for the others: max response, negative = inhibition, actives largely listed as inhibitors; Plk1 PBD binding of FITC phosphopeptide, fluorescence polarization; AID 720504; also: potency is read from the fitted curve at half-maximal effect; series mostly up to about 57 µM; % is scaled to controls: 0 for no effect and ±100 for the full control effect; nearly all actives have a fitted effect of over 65% in size
PI5P4K alpha inh: PI5P4K alpha (human) kinase inhibition; P48426; PI5P4Kalpha enzyme, ADP-Glo luminescence, 60 min; stronger effect = lower value; max response, %; hit rate 1.2% among 330,000; active = max response of -50% or lower; inconclusive = between -30% and -50%; inactive = -30% or higher; also: value at the top dose of about 77 µM; % is scaled to controls: 0 for no effect and ±100 for the full control effect
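PI5P4Kalpha ADP-Glo assay; 5 microM ATP final; 60 min RT reaction; HEPES pH 7.4/EGTA/CHAPS, 5% DMSO; controls lacking substrate or enzyme; luminescent end-point.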
WRN helicase inh: blocks human WRN helicase. Potency, µM (series often up to 114 µM), without a hit: top-dose activity change, negative = inhibition, most hits filed as inhibitors. Q14191. WRN helicase unwinding, fluorescent forked duplex, kinetic. hit rate 0.46% among 360,000; also: potency is read from the fitted curve at half-maximal effect; % is scaled to controls: 0 for no effect and ±100 for the full control effect; nearly all actives have a fitted effect of over 55% in size
Target sequence (Q14191 whole entry, looked up): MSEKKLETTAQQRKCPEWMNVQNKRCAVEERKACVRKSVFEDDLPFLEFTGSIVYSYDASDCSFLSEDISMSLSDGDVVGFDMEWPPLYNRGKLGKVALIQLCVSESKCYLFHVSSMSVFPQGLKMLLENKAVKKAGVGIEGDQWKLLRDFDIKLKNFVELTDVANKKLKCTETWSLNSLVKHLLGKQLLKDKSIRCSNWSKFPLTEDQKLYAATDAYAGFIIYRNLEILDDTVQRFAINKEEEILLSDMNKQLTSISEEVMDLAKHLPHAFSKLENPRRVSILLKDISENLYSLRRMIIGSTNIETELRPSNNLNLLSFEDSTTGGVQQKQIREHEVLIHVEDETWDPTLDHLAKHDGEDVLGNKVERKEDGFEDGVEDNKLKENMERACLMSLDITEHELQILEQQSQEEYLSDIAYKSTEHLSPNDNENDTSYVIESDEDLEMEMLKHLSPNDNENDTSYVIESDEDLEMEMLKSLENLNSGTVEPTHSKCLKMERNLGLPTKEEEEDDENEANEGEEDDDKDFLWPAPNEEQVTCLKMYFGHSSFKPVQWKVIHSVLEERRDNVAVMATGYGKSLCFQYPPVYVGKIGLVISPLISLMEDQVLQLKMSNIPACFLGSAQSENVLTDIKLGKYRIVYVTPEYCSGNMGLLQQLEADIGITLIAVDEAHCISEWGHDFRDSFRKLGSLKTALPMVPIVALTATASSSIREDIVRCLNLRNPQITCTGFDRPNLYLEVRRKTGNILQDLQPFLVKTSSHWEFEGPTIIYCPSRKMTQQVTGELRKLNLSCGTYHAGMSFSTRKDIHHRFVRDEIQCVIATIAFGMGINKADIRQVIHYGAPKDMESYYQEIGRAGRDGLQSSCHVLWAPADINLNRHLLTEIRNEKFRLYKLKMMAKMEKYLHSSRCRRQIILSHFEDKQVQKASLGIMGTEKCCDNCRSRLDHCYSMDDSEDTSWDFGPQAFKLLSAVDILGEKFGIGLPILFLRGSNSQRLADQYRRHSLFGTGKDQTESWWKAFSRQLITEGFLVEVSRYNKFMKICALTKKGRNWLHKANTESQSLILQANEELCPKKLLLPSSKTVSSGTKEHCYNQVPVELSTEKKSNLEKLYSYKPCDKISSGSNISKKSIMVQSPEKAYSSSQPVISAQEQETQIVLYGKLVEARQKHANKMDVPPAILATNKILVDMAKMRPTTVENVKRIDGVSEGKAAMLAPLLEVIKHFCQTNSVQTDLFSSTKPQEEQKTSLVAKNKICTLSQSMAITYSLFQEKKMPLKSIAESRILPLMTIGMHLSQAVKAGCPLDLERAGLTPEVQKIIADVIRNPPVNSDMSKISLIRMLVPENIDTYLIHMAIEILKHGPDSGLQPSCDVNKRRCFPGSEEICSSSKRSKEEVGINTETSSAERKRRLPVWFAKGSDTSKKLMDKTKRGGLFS
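WRN at 20 nM final was preincubated with compound for 15 min at room temperature; reaction started with 100 nM forked duplex oligonucleotide carrying fluorophore and quencher plus 2 mM ATP (final). Unwinding followed kinetically by red fluorescence (ex 525/em 598 nm).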
Abeta rescue: A-beta toxicity reversal in yeast; AID 1347071; Potency, µM (series often up to 46.1 µM), for the others: top-dose growth rescue, hits mostly activators; hit rate 0.063% among 410,000; yeast expressing A-beta42, growth rescue, OD600, 48 h; response scale: 0% DMSO, 100% iron-clioquinol control; also: potency is read from the fitted curve at half-maximal effect; nearly all actives have a fitted effect of over 55% in size
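Yeast growth medium received pinned compounds, then yeast cells expressing toxic A-beta were added; plates incubated at 30 C for 48 hr. Growth read as absorbance at 600 nm, normalized to DMSO and equimolar FeCl3 plus clioquinol controls.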
IL-2 act: activates IL-2 in a cell-based reporter assay; activation, % (series mostly up to about 46 µM); AID 652025; IL-2 activation reporter assay, cell-based qHTS; stimulated with anti-CD3/CD4/CD28 beads; in transgenic mouse T cells; hit rate 0.065% among 360,000; in the data active = activation above about 50%; inconclusive = mostly about 30% to 49%; also: 0% is about no effect
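EGFP and DsRed fluorescence is measured by plate cytometry in unstimulated transgenic mouse T cells exposed to compound for 60 minutes, then stimulated 18 hours at 37 degrees C with anti-CD3/anti-CD4 beads plus anti-CD28.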
FUS yeast rescue: rescues growth of FUS-expressing yeast; S. cerevisiae FUS-expressing, growth rescue, OD600, 24 h; Potency, µM (titrated, usually from 76.6 µM), without a hit: top-dose growth rescue (activation), most hits filed as activators; hit rate 0.24% among 390,000;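 also: potency is read from the fitted curve at half-maximal effect; plate controls were DMSO vehicle for no effect and reference control for full effect; nearly all actives have a fitted effect of over 55% in size; some results filed as inactive show a strong effect at the top dose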
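Absorbance at 600 nm, taken 24hr after compound addition, measured rescue of FUS-yeast growth at 30C. Induction used 2% galactose with seeding at OD 0.005. Controls: CP55940 from 92uM final, DMSO only.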
An asterisk follows results filed as active; ? = inconclusive; . = not tested or not shown; [ ] = another dose, or the depositor's remark. Unless noted, calls follow the shape of the dose curve; as a rule, active = well fitted curve in the direction sought with a large enough effect; inconclusive = small, poorly fitted or top-dose-only effect, or another doubt; inactive = no such curve, though single readings can be large; an effect the other way counts as inactive or inconclusive. Compounds were not picked by outcome, and some 4.1% of all compounds hit somewhere here.

SMILES | EPAC1 ag | EPAC1 antagonist | PLK1 PBD block | PI5P4K alpha inh | WRN helicase inh | Abeta rescue | IL-2 act | FUS yeast rescue
Cc1ccc(CNC(=O)CSc2ccc(-c3cccs3)nn2)cc1 | -4% | -10% | -14% | -6 | -20% | -9% | -4.7 | .
Cc1cc(NC(=O)c2ccc3c(c2)C(=O)N(Cc2ccccc2)C3=O)no1 | -6% | -7% | -2% | -1 | -4% | -14% | -5.6 | 13%
CCOC(=O)c1sc(NC(=O)CSc2nncn2C)nc1C | 2% | 18% | 2% | -7 | 3% | 8% | -0.4 | 18%
Cc1cc(C)c2nc(SCC(=O)N3CCCCC3)c(C#N)cc2c1 | 6% | 0% | -1% | 0 | 0% | 8% | 1.4 | -9%
CN(C)C(CNC(=O)c1cc(Br)ccc1Cl)c1ccco1 (stereo not drawn) | 12% | 15% | -3% | -3 | 7% | 0% | 1.0 | -2%
CNC(=O)c1sc2nc(-c3ccc(OC)cc3)cn2c1C | -3% | 6% | -3% | -4 | -11% | -11% | -1.1 | -11%
COc1ccccc1CN1CC(C(=O)N(C)CCCn2nc(C)cc2C)CCC1=O (stereo not drawn) | -9% | 4% | 1% | -1 | 16% | -10% | -3.1 | 10%
COc1ccc(-n2c(NC(=O)c3ccco3)c(C#N)c3nc4ccccc4nc32)cc1 | 17% | ? | ? | -28 | 50µM* | -5% | 1.5 | 0%
Cc1cc(Br)ccc1NC(=O)CNC(=O)CN1C(=O)NC2(CCCCCC2)C1=O | 12% | 8% | -2% | . | -1% | -1% | 2.1 | -12%
Cc1oc2cc3oc(=O)c(CCC(=O)NCc4ccccn4)c(C)c3cc2c1C | 5% | -1% | -4% | 0 | 4% | -10% | -0.2 | -10%
COc1ccc2nc(SCC(=O)NC3CCCc4ccccc43)[nH]c2c1 (stereo not drawn) | 3% | -5% | -7% | 17 | -10% | 28% | -0.3 | .
CSCCC(NS(=O)(=O)c1ccc2c(c1)OCCO2)C(=O)NCCc1ccccn1 (stereo not drawn) | 15% | -19% | -4% | 0 | 5% | -6% | -1.1 | -3%
O=C(Nc1cccc(F)c1)N1CCCCCC1 | 4% | 18% | 2% | -1 | 7% | 10% | -3.9 | 7%
CCC(C)(C)NC(=O)C(c1ccccc1Cl)N(Cc1cccnc1)C(=O)CCC(=O)Nc1cc(C)on1 (stereo not drawn) | -1% | -5% | -24% | -6 | -1% | 12% | 2.2 | 15%
NNC(=S)NCc1ccc2c(c1)OCO2 | 9% | 6% | -9% | -1 | -11% | -28% | -1.2 | -2%
CSc1nc2cc(Oc3cccc(Cl)c3Cl)c(Cl)cc2[nH]1 | 2% | -6% | -3% | 29 | -8% | -87%[inhibitor] | -0.6 | ?
O=C(NCc1ccccc1)c1ccc(Br)cc1 | 5% | -24% | -6% | 1 | -34% | -14% | -0.1 | 12%
O=C(CCN1CCN(CCO)CC1)Nc1cccc(Br)c1 | -12% | 12% | -7% | -5 | 10% | -11% | -0.4 | 8%
O=C(CSCc1ccc(Cl)cc1)N/N=C/c1ccc(Cl)cc1Cl | 1% | 2% | 3% | 16 | -4% | 36% | -0.8 | -6%
Cc1ccc(SCC(=O)OCC(=O)NCCCc2ccccc2)cc1 | -1% | -19% | -9% | 6 | -35% | 12% | -0.9 | 27%
CC(Sc1ccccc1)C(=O)N/N=C/c1ccccc1 (stereo not drawn) | 6% | 1% | -3% | 5 | -13% | 1% | 0.4 | 17%
Cc1ccc(-c2nnn(CC(=O)N3CCCCC3)n2)o1 | 2% | -18% | -3% | 2 | -11% | 14% | 0.0 | -39%
Cn1cc(-c2cccc(C(F)(F)F)c2)cc(C#N)c1=O | -2% | -8% | -1% | 1 | 7% | 4% | 0.4 | -20%
O=C(NCC(F)(F)F)N1CCOCC1 | 13% | 3% | 0% | -7 | -3% | 7% | 0.0 | -16%
O=C(Nc1ccc(NC(=O)c2ccco2)cc1)c1ccco1 | 11% | -16% | -5% | -1 | -2% | -19% | 6.4 | -5%
O=C(CNc1n[nH]c(=O)[nH]c1=O)N/N=C/C=C/c1ccccc1 | 4% | 5% | -3% | 1 | -5% | -6% | 0.7 | -18%
O=C(Cc1ccccc1)NCC(=O)Nc1ccc(OC(F)(F)F)cc1 | -9% | -16% | -2% | 2 | -17% | -2% | -3.1 | -11%
COCCn1c(/C=C/c2ccccc2)nc2ccccc21 | -2% | -16% | -1% | 7 | 1% | -4% | -1.0 | 0%
CCOC(=O)CCNC(=O)c1ccccc1Br | -1% | -7% | -8% | 5 | 9% | 4% | -1.8 | 6%
COCCN(C(=O)COC(=O)c1cccnc1Cl)c1c(N)n(Cc2ccccc2)c(=O)[nH]c1=O | -11% | -4% | -7% | 7 | -14% | -12% | 2.0 | 19%
CCc1ccc2[nH]c(=O)c(CN(Cc3ccc(OC)cc3)Cc3nnnn3CCOC)cc2c1 | 7% | -15% | 1% | -1 | -12% | -23% | 0.6 | 9%
CCN1CCOC(CC(=O)Nc2cccc([N+](=O)[O-])c2)C1=O (stereo not drawn) | 6% | 8% | -9% | -3 | -6% | -95%[inhibitor] | 0.8 | 7%
O=C(NCC1CCCO1)c1cc(-c2ccccc2)nc2ccccc12 (stereo not drawn) | 13% | -11% | -17% | 1 | 10% | -4% | -0.6 | 11%
O=C1CN(C(=O)COc2c(F)c(F)cc(F)c2F)c2ccccc2N1 | -4% | 11% | 4% | -1 | 3% | 18% | 4.8 | 13%
COc1ccc(N(Cc2cc3ccc(C)cc3[nH]c2=O)C(=O)C2CCCO2)cc1 (stereo not drawn) | 7% | 4% | -8% | -16 | -2% | -1% | -1.4 | 6%
CC(=O)c1cccc(NS(=O)(=O)c2c(C)noc2C)c1 | -7% | -1% | 2% | -3 | -5% | 6% | 0.5 | -3%
COC(=O)C[C@H]1C[C@@H]2c3cc(NC(=O)Nc4ccccc4)ccc3O[C@@H]2[C@@H](CO)O1 | -5% | 6% | 1% | 1 | 1% | -4% | -1.6 | -16%
CCCn1c(N)c(N(CCOC)C(=O)c2ccc(Cl)c([N+](=O)[O-])c2)c(=O)[nH]c1=O | -4% | 22% | -2% | -3 | 2% | 7% | -0.2 | 27%
CC(C)(C)c1ccc(S(=O)(=O)NNC(=O)c2cc3ccccc3[nH]2)cc1 | -7% | -2% | -16% | -6 | -21% | 11% | -0.5 | 2%
Cc1ccnc2nc(C(=O)OCC(=O)N3CC(C)CC(C)C3)nn12 (stereo not drawn) | -6% | -15% | -4% | 2 | -9% | -1% | -0.9 | -5%
CCOc1ccc(Oc2ccccc2NC(=O)CCc2nc3ccccc3c(=O)[nH]2)cc1 | 0% | 5% | 0% | -7 | 11% | 6% | -4.9 | 10%
Fc1cccc(Cl)c1CNCc1cccnc1 | -6% | 8% | 4% | 2 | 13% | -1% | -2.6 | -2%
COC(=O)[C@H](c1ccccc1Cl)N1CCc2sccc2C1 | 5% | -8% | -8% | 8 | 0% | 9% | -0.6 | -33%
COc1ccc(/C=N/NC(=O)CSc2nnc(C)n2-c2ccccc2)c(OC)c1OC | -5% | -6% | -1% | 3 | -14% | 21%[9.22 µM] | -1.8 | ?
Cc1ccc(NC(=S)N(CCCN(C)C)Cc2cc3cc4c(cc3[nH]c2=O)OCO4)cc1 | -3% | -17% | -4% | 7 | 3% | -6% | 1.2 | 23%
O=C(NCc1ccco1)c1ccc2ccccc2n1 | -3% | -24% | -10% | 1 | -17% | -22% | -0.6 | 4%
COc1ccccc1NC(=O)Cn1c(=O)c(N(C)C)c(N)n(C)c1=O | 7% | 3% | -5% | 3 | 0% | -10% | -2.6 | -16%
O=C(COC(=O)c1cc(-c2cccs2)nn1-c1ccccc1)Nc1ccc(Cl)c([N+](=O)[O-])c1 | -3% | -8% | 4% | 0 | -3% | 19% | 0.1 | .
CCOC(=O)c1ccccc1NC(=O)COC(=O)CN1C(=O)C2CC=CCC2C1=O (stereo not drawn) | -3% | 8% | -3% | 7 | -36% | 0% | -4.7 | .
Cc1cccnc1C1=NOC(Cc2ccccc2)C(=O)N1C (stereo not drawn) | -5% | 5% | 5% | 0 | 2%[57.1 µM] | -4% | -0.1 | 11%
CCOc1ccccc1NC(=O)c1ccc(-n2cncn2)nc1 | -2% | -8% | -5% | 5 | -9% | -2% | -1.0 | ?
C=CCSC1=C(C#N)C(c2ccccc2Cl)CC(=O)N1 (stereo not drawn) | 3% | -6% | ? | . | 1% | 15% | 0.8 | 4%
CCn1c2ccccc2c2nnc(SCC(=O)NCc3cccs3)nc21 | 6% | 8% | -6% | -1 | -6% | 9% | -2.7 | 9%
COc1ccccc1NS(=O)(=O)c1cc(NC(=O)CNC(=O)c2cc(C)cc(C)c2)ccc1C | -7% | 1% | 2% | 1 | -12% | 11% | -4.6 | .
CN1c2ccccc2Oc2nnc(N3CCN(Cc4ccccc4)CC3)cc21 | -1% | 2% | -6% | 5 | -5% | -14% | 0.4 | 5%
S=C(NCCc1ccc(Cl)cc1)NC1CCCCC1 | -7% | -9% | 9% | -6 | 4% | ? | -1.2 | 8%
CCC(C)NC(=O)CN(c1cc(C)ccc1OC)S(C)(=O)=O (stereo not drawn) | 6% | -8% | 4% | . | -8% | 21% | 2.6 | -23%
COc1ccc(N=c2oc3c(OC)cccc3cc2C(=O)NCc2ccco2)c(OC)c1 | 2% | 4% | -9% | 2 | -1% | 16% | 0.7 | 3%
O=C(Nc1ccc2c(c1)CCC2)c1cccc(S(=O)(=O)N2CCN(c3ccc(F)cc3)CC2)c1 | 1% | -7% | -9% | 17 | 0% | 6% | -0.9 | 24%

Three structures from above, ordered by molecular weight, rising:
SMILES | EPAC1 ag | EPAC1 antagonist | PLK1 PBD block | PI5P4K alpha inh | WRN helicase inh | Abeta rescue | IL-2 act | FUS yeast rescue
Fc1cccc(Cl)c1CNCc1cccnc1 | -6% | 8% | 4% | 2 | 13% | -1% | -2.6 | -2%
COc1ccccc1NC(=O)Cn1c(=O)c(N(C)C)c(N)n(C)c1=O | 7% | 3% | -5% | 3 | 0% | -10% | -2.6 | -16%
COc1ccccc1NS(=O)(=O)c1cc(NC(=O)CNC(=O)c2cc(C)cc(C)c2)ccc1C | -7% | 1% | 2% | 1 | -12% | 11% | -4.6 | .
